KAT2A inh: inhibitors of human GCN5L2 histone acetyltransferase | Q92830 | Potency, µM (titrated, usually from 58.9 µM), without a hit: top-dose activity change, negative = inhibition, hits mostly inhibitors | GCN5L2 HAT assay, ThioGlo1 CoA-SH fluorescence | AID 504327 | 0.21% of 390,000 active
Target sequence (Q92830 whole entry, looked up): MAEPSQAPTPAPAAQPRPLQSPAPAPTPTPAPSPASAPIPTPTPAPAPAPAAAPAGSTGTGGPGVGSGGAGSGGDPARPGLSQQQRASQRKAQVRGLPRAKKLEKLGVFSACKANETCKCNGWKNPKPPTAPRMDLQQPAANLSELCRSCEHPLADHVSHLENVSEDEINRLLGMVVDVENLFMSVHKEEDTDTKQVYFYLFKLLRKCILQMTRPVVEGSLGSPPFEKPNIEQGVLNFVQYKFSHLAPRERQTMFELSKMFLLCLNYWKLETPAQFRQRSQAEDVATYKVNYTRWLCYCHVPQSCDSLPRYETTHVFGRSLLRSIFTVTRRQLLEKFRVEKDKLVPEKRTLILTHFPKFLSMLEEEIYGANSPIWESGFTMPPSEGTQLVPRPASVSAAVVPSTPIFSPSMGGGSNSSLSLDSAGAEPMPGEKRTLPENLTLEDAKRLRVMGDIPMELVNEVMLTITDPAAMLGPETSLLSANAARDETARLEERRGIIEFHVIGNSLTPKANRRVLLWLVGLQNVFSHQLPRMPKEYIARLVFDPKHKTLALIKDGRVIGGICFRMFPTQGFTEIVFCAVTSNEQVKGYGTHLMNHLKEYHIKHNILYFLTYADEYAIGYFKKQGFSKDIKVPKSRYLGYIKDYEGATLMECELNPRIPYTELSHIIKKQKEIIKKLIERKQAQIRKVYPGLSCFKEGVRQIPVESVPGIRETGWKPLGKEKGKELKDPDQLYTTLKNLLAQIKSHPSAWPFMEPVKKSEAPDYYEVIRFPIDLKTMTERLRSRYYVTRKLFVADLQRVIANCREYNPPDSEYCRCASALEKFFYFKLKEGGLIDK
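Preincubate 20nM GCN5L2 with compound 15 min, RT → add 50uM ThioGlo1 + 75uM H3(1-25) + 70uM acetyl-CoA → read fluorescence 0 and 20 min. Primary qHTS; fluorescent artifacts likely.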
DT40 TDP1 CPT: growth inhibition of DT40 Tdp1-/-;hTDP1 cells with camptothecin (screen for TDP1 inhibitors); chicken DT40 Tdp1-/-;hTDP1 cells + 20 nM CPT, ATP luminescence, 48 h; AID 686979; 12% of 420,000 active; Potency, µM (titrated, usually from 46.2 µM), for inactives: top-dose activity change, negative = growth inhibition, most hits filed as inhibitors; further: nearly all actives have a fitted effect of over 55% in size
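Chicken DT40 Tdp1-/- cells stably complemented with human TDP1 were seeded at 400 cells/well in medium containing 20 nM camptothecin, exposed to pin-transferred compounds, and grown at 37 °C for at least 48 hr. Viability was read as ATP luminescence.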
DT40 TDP1 no CPT: qHTS for Inhibitors of human tyrosyl-DNA phosphodiesterase 1 (TDP1): qHTS in cells in absence of CPT; DT40 Tdp1-/- hTDP1 cells, no CPT, ATP luminescence, 48 h; Potency, µM (series often up to 46.2 µM), without a hit: at the highest dose activity change, negative = growth inhibition, hits mostly inhibitors; 15% of 420,000 active; AID 686978, 2013; further: nearly all actives have a fitted effect of over 55% in size
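Readout: luminescence from CellTiter-Glo after 30 min in the dark at RT. Cells: DT40 Tdp1-/- with stable hTDP1, 400/well. Exposure: compounds alone, ≥48 hr, 37 °C.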
The depositor's hits bear a star; ? = inconclusive; nt = no result given; [ ] = dose if it differs, or a comment. The call rests on the fitted dose curve; in most records, active means well fitted curve in the direction sought with a large enough effect; inconclusive means small, poorly fitted or top-dose-only effect, or another doubt; inactive means no such curve, though single readings can be large; an effect the other way counts as inactive or inconclusive. On the % scale 0 is the no-effect control and ±100 the full control effect; potency means the concentration at half of the fitted maximal effect.

1	CCn1c(SCC(=O)c2ccc(Br)cc2)nnc1C(C)NC(=O)Cc1ccc(OC)cc1 (stereo unspecified)
2	Cc1ccc(C2=NS(=O)(=O)N(C)C(C(=O)N3CCOCC3)=C2)cc1
3	CCOc1ccccc1NC(=O)N(Cc1ccc(F)cc1)C1CCN(CC)CC1
4	COC(=O)c1ccccc1C(=O)N(Cc1cccnc1)CC1CCCN(C2CCCCC2)C1 (stereo unspecified)
5	C[C@]12CCC(=O)C=C1CCC1C3CC[C@](O)(C(=O)CO)[C@@]3(C)CC3OC312 (stereo partly specified)
6	O=C1CC(C(=O)NCc2ccccc2)N=C(N2CCCCC2)N1 (stereo unspecified)
7	CS(=O)(=O)N1CCN(Cc2ccc(C(F)(F)F)cc2)CC1
8	O=C(CCCN1C(=O)/C(=C/c2cccs2)SC1=S)NNC(=O)c1ccncc1
9	CCCCn1c(-c2ccco2)n[nH]c1=S
10	O=C(Cc1cccs1)NCc1ccc(F)cc1

assay / compound | 1 | 2 | 3 | 4 | 5 | 6 | 7 | 8 | 9 | 10
DT40 TDP1 CPT | -26% | 0% | ? | -17% | -11%[9.04 µM] | -1% | -29% | ? | 5% | 8%
DT40 TDP1 no CPT | -6% | -24% | ? | -7% | -2%[9.04 µM] | -3% | ? | ? | 2% | 0%
KAT2A inh | 0% | 10µM* | -6% | -4% | nt | -2% | -5%[0.501 µM] | -9% | -5% | -2%

11	CCOc1ccc(C(C)=O)cc1CSc1nnc(-c2cccs2)n1CC1CCCO1 (stereo unspecified)
12	C=CCSc1nc(C)c(CC(=O)OCCCC)c(=O)[nH]1
13	O=C(Nc1nc2ccc(Cl)cc2s1)C1CC1
14	Cc1oc2ccc(O)c(CN3CCOCC3)c2c1C(=O)Nc1ccc(C(C)C)cc1
15	O=[N+]([O-])c1cccc(C=NNC(=S)NC23CC4CC(CC(C4)C2)C3)c1
16	CN(C(=O)COC(=O)CCC1CCCCC1)c1c(N)n(Cc2ccccc2)c(=O)[nH]c1=O
17	Cc1c(NC(=O)c2ccc(NS(=O)(=O)c3cccc([N+](=O)[O-])c3)cc2)c(=O)n(-c2ccccc2)n1C
18	CC1CCN(CCn2c(=S)[nH]c3cc4c(cc3c2=O)OCO4)CC1
19	Cc1cc(F)ccc1NC(=O)c1cnccn1
20	CCCCn1c(N)c(N(CC(C)C)C(=O)C2CCN(S(=O)(=O)c3ccc(Cl)cc3)CC2)c(=O)[nH]c1=O

assay / compound | 11 | 12 | 13 | 14 | 15 | 16 | 17 | 18 | 19 | 20
DT40 TDP1 CPT | ? | 1% | -27% | 16µM* | ? | -7% | 7% | -1% | -12% | -7%
DT40 TDP1 no CPT | 18µM* | ? | ? | 16µM* | ? | -8% | 0% | 6% | -17% | 2%
KAT2A inh | 3% | -4% | nt | -12% | nt | -1% | nt | -5% | -3% | -20%

21	CC(=O)Nc1ccc(SCC(=O)c2cc(C)n(-c3ccccc3)c2C)cc1
22	O=C(COC(=O)c1cc2ccccc2oc1=O)c1cccc([N+](=O)[O-])c1
23	Cc1cccc(-n2c(-c3ccc(Br)o3)n[nH]c2=S)c1
24	C#CCOCC1CN(C)C(=O)O1 (stereo unspecified)
25	O=S(=O)(NC(=NCc1ccccc1)c1ccccc1F)c1ccccc1
26	CCC(C)(C)NC(=O)C(c1ccccc1)N(Cc1cccs1)C(=O)Cn1nnc2ccccc21 (stereo unspecified)
27	O=C(Nc1ccc(Cl)c(-c2nc3cc(Cl)ccc3o2)c1)c1cc2ccccc2o1
28	CCOC(=O)C1=C(c2ccccc2)NC(=O)NC1c1cccc(OC)c1OC (stereo unspecified)
29	Cc1ccc(NS(=O)(=O)c2cc(C(=O)NCc3cccnc3)ccc2C)cc1
30	CN(C)c1ccc(C(=O)OCc2ccccc2)cc1

assay / compound | 21 | 22 | 23 | 24 | 25 | 26 | 27 | 28 | 29 | 30
DT40 TDP1 CPT | -11% | -8% | 7% | -1% | 5% | 18µM* | ? | -26% | 6% | 3%
DT40 TDP1 no CPT | -14% | -20% | -1% | 2% | 9% | ? | ? | ? | -9% | -12%
KAT2A inh | -1% | -2% | nt | nt | -13% | nt | -3% | nt | -5% | -9%

31	O=C(C1=COCCO1)N1CCN(S(=O)(=O)c2cccc(Cl)c2Cl)CC1
32	Cc1c(C)n(Cc2ccccc2)c2ncnc(N)c12
33	COc1ccc2nc(NC(=O)c3nc(SCc4ccccc4F)ncc3Cl)sc2c1
34	CCc1nc(-c2ccc(C)nc2OC)no1
35	Cc1ccc(NC(=O)CSc2nnc(-c3cnccn3)n2-c2ccccc2)cc1
36	CCc1ccc(OCC(=O)Nc2cccc3c2CCCC3)cc1
37	CCn1c(SCC(=O)Nc2ccccc2)nnc1-c1ccc(S(=O)(=O)N2CCOCC2)cc1
38	CCOc1ccc(-c2nnc(SCC(=O)Nc3ccccc3C(F)(F)F)o2)cc1
39	O=C(NCCc1c[nH]c2ccccc12)c1cnc2n(c1=O)CCS2
40	O=c1[nH]c(CN2CCN(S(=O)(=O)c3ccc4c(c3)OCCO4)CC2)nc2sc3c(c12)CCCC3

assay / compound | 31 | 32 | 33 | 34 | 35 | 36 | 37 | 38 | 39 | 40
DT40 TDP1 CPT | ? | 15µM* | 9% | -17% | -6% | ? | -25% | ? | -10% | ?
DT40 TDP1 no CPT | -27% | 23µM* | -1% | -1% | -9% | ? | -16% | ? | 5% | ?
KAT2A inh | -5% | -7% | -1% | -2% | -2% | 1% | -8% | -1% | 0% | -11%

41	Cc1nnc(N2C(=O)c3oc4ccccc4c(=O)c3C2c2ccc(Cl)cc2)s1 (stereo unspecified)
42	Cc1ccc(-n2nnc(-c3nsc(NC(=O)c4ccccc4C)n3)c2C)cc1Cl
43	Cn1nc(-c2ccccc2)cc1NC(=O)CCCC(=O)O
44	Cc1cc(C(=O)N2CCN(c3ccccn3)CC2)no1
45	Cc1cccc(N(CC(=O)NC2CCCCC2)C(=O)c2csnn2)c1
46	CCOC(=O)c1ccc(NC(=O)Nc2nc3ccccc3s2)cc1
47	Cc1ccc(OCCn2c(-c3ccc(Br)cc3)nc3ccccc3c2=O)cc1C
48	O=C(O)c1ccc2c(=O)n3c(nc2c1)/C(=C/c1ccc(Cl)c([N+](=O)[O-])c1)CC3
49	CC1(C)CC(=O)C(C=NCCN2CCN(C(=O)c3ccccc3)CC2)=C(O)C1
50	Cc1cccc(NS(=O)(=O)c2ccc3c(c2)CCCN3C(=O)C2CCC2)c1C

assay / compound | 41 | 42 | 43 | 44 | 45 | 46 | 47 | 48 | 49 | 50
DT40 TDP1 CPT | -22% | 5.2µM* | 6% | -18% | 0% | ? | ? | 9% | -8% | 21µM*
DT40 TDP1 no CPT | -24% | 6.5µM* | 1% | -2% | -15% | ? | ? | -11% | -5% | ?
KAT2A inh | -6% | -4% | -10% | -4% | -3% | nt | -6% | -1% | -4% | -2%

15 neighbouring records out of the list so far, quoted:
36	CCc1ccc(OCC(=O)Nc2cccc3c2CCCC3)cc1
37	CCn1c(SCC(=O)Nc2ccccc2)nnc1-c1ccc(S(=O)(=O)N2CCOCC2)cc1
38	CCOc1ccc(-c2nnc(SCC(=O)Nc3ccccc3C(F)(F)F)o2)cc1
39	O=C(NCCc1c[nH]c2ccccc12)c1cnc2n(c1=O)CCS2
40	O=c1[nH]c(CN2CCN(S(=O)(=O)c3ccc4c(c3)OCCO4)CC2)nc2sc3c(c12)CCCC3
41	Cc1nnc(N2C(=O)c3oc4ccccc4c(=O)c3C2c2ccc(Cl)cc2)s1 (stereo unspecified)
42	Cc1ccc(-n2nnc(-c3nsc(NC(=O)c4ccccc4C)n3)c2C)cc1Cl
43	Cn1nc(-c2ccccc2)cc1NC(=O)CCCC(=O)O
44	Cc1cc(C(=O)N2CCN(c3ccccn3)CC2)no1
45	Cc1cccc(N(CC(=O)NC2CCCCC2)C(=O)c2csnn2)c1
46	CCOC(=O)c1ccc(NC(=O)Nc2nc3ccccc3s2)cc1
47	Cc1ccc(OCCn2c(-c3ccc(Br)cc3)nc3ccccc3c2=O)cc1C

assay / compound | 36 | 37 | 38 | 39 | 40 | 41 | 42 | 43 | 44 | 45 | 46 | 47
DT40 TDP1 CPT | ? | -25% | ? | -10% | ? | -22% | 5.2µM* | 6% | -18% | 0% | ? | ?
DT40 TDP1 no CPT | ? | -16% | ? | 5% | ? | -24% | 6.5µM* | 1% | -2% | -15% | ? | ?
KAT2A inh | 1% | -8% | -1% | 0% | -11% | -6% | -4% | -10% | -4% | -3% | nt | -6%

48	O=C(O)c1ccc2c(=O)n3c(nc2c1)/C(=C/c1ccc(Cl)c([N+](=O)[O-])c1)CC3
49	CC1(C)CC(=O)C(C=NCCN2CCN(C(=O)c3ccccc3)CC2)=C(O)C1
50	Cc1cccc(NS(=O)(=O)c2ccc3c(c2)CCCN3C(=O)C2CCC2)c1C

assay / compound | 48 | 49 | 50
DT40 TDP1 CPT | 9% | -8% | 21µM*
DT40 TDP1 no CPT | -11% | -5% | ?
KAT2A inh | -1% | -4% | -2%

Remaining list, next part:
51	COc1ccc(C(=O)Nc2cccc(C(=O)Nc3cc(C)ccn3)c2)cc1
52	O=C(O)c1ccc(N/N=C/c2ccc(-c3cc(Cl)ccc3Cl)o2)cc1
53	COc1cccc(/C=C/C(=O)OCC(=O)c2c[nH]c3ccccc23)c1
54	O=C(C1=NOC2(C1)C(=O)Nc1ccccc12)N1CCCC1 (stereo unspecified)
55	CCOc1ccc(C(=O)Nc2ccccc2N2CCCC2)cc1
56	COc1ccc(-c2[nH]ncc2CN2CCC(C(=O)N3CCOCC3)CC2)c(F)c1
57	O=S(=O)(c1ccc(N2CCN(c3ccc(F)cc3)CC2)cc1)N1CCCC1
58	COc1cccc(C(=O)NCC2CCN(c3ccc(S(=O)(=O)N4CCOCC4)cc3)CC2)c1
59	COc1ccc(CN2C(=O)c3ccccc3C2=O)cc1
60	CCNc1ncc2nc(C)c(=O)n(CCc3ccccc3)c2n1

assay / compound | 51 | 52 | 53 | 54 | 55 | 56 | 57 | 58 | 59 | 60
DT40 TDP1 CPT | ? | 26µM* | -10% | -10% | ? | 2% | -2% | ? | 22% | 7.3µM*
DT40 TDP1 no CPT | 21µM* | ? | 1% | -6% | ? | -2% | -13% | ? | -1% | ?
KAT2A inh | nt | -7% | -9% | nt | ? | -7% | -4% | -10% | -17% | -10%

61	CCc1nccn1CCC(=O)N1CCCC(N2CCN(c3cccc(Cl)c3)CC2)C1 (stereo unspecified)
62	O=C(Nc1ccccc1Cl)Nc1ccnn1C1CCN(C(=O)C2CCOC2)CC1 (stereo unspecified)
63	CCOC(=O)N1CCN(S(=O)(=O)c2ccc(C(=O)N(CCN(CC)CC)c3nc4ccc(C)cc4s3)cc2)CC1
64	COc1ccccc1NC1=NC(CO)(CO)CS1
65	c1ccc(CSc2ccc(-c3ccco3)nn2)cc1
66	CN(Cc1ccccc1)C(=O)N[C@@H](Cc1ccccc1)C(=O)O
67	Cc1ccccc1/[N+]([O-])=C/c1cccs1
68	Cc1cc(NS(=O)(=O)c2ccc(NC(=O)CN3C(=O)NC(C)(c4ccccc4)C3=O)cc2)nc(C)n1 (stereo unspecified)
69	O=C(CN1CCN(Cc2ccc3c(c2)OCO3)CC1)NCC(F)(F)F
70	CCc1nnc(NC(=O)CSc2nc3cc(OC)c(OC)cc3cc2C)s1

assay / compound | 61 | 62 | 63 | 64 | 65 | 66 | 67 | 68 | 69 | 70
DT40 TDP1 CPT | -6% | 2% | ? | -5% | -8% | -10% | 1% | -2% | -2% | -5%
DT40 TDP1 no CPT | -9% | 0% | ? | 0% | -19% | -7% | 1% | 8% | -3% | -7%
KAT2A inh | -18% | nt | ? | -14% | -6% | -2% | -16% | -2% | -2% | -2%

Single values from above.
COc1ccc2nc(NC(=O)c3nc(SCc4ccccc4F)ncc3Cl)sc2c1 in DT40 TDP1 CPT → 9%
CC1(C)CC(=O)C(C=NCCN2CCN(C(=O)c3ccccc3)CC2)=C(O)C1 in DT40 TDP1 CPT → -8%

Other entries
71	O=c1[nH]c(=S)[nH]c2c1C(c1ccccc1)OC(C1CCCCC1)C2 (stereo unspecified)
72	Cc1ccc(OCC(=O)Nc2ccc(OCc3cc(=O)n4ccsc4n3)cc2)cc1C
73	CCC(C)(C)c1ccc(OCCCC[n+]2ccccc2)c(C(C)(C)CC)c1
74	Cc1ccnc(NC(=O)COc2ccc3c(c2)CCC3)c1
75	COc1ccc(C(c2c(O)cc(C)n(Cc3ccco3)c2=O)N2CCCCC2)cc1OC (stereo unspecified)
76	O=C(Nc1ccnn1C1CCN(Cc2ccccc2OC(F)F)CC1)c1cccnc1

assay / compound | 71 | 72 | 73 | 74 | 75 | 76
DT40 TDP1 CPT | 6% | -29% | 0.58µM* | -5% | -11% | ?
DT40 TDP1 no CPT | -24% | ? | 0.012µM* | -23% | -1% | ?
KAT2A inh | nt | -2% | -7% | -5% | -6% | 3%
